# MBD2 inh: inhibitors of human MBD2 binding to methylated oligonucleotide. TR-FRET. inhibition, % at 4.4 µM. 0.31% of 370,000 active; in the data active means inhibition above about 13%
# Target sequence (Q9UBB5 whole entry, looked up): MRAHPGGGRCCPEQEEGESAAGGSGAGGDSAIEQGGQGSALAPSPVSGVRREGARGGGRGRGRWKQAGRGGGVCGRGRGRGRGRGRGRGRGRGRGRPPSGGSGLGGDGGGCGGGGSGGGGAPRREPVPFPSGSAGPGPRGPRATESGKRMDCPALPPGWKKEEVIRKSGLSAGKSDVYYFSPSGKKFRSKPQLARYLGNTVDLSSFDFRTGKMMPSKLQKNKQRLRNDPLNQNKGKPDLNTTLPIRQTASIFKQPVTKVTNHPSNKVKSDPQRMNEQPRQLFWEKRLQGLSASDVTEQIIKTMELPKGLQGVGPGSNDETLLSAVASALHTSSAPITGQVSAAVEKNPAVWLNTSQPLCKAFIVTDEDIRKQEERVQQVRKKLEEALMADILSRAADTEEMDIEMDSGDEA
# PRMT1 FP inh: blocks human protein arginine methyltransferase 1 | Q99873 | recombinant PRMT1, activity-based probe fluorescence polarization | inhibition, % at 2.79 µM | 1.3% of 370,000 active | AID 652257;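 active means inhibition above about 21% made by adding two undisclosed values, limit read from the data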
# HTRA1 inhibitor: inhibitors of human serine peptidase HTRA1. 0.5% of 340,000 active. AID 504803. inhibition, % at 5.96 µM. recombinant HTRA1, FP-rhodamine activity-based probe, fluorescence polarization. Q92743; in the data active means inhibition above about 36%;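 further: 0% = enzyme with DMSO and 100% = wells lacking enzyme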
# NPR2 activator: GC-B (human) receptor activation | P20594 | HEK293-GC-B cells, CNP EC30, cGMP TR-FRET; 0% at EC30 CNP, 100% saturating CNP | activation, % at 10 µM | 0.11% of 370,000 active;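 active means activation at 10 µM reaching about 35% in either raw or pattern-adjusted values, limit read from the data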
# SIAE inh: inhibitors of human sialic acid acetylesterase SIAE; 0.69% of 370,000 active; inhibition, % at 9.66 µM; SIAE FP-Rh probe binding, fluorescence polarization; Q9HAT2;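 active means inhibition above a cutoff: mean of compounds within the control limits plus 3 SD of those, cut at about 17% in these data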;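 further: 0% = plate median of compound wells and 100% = probe without SIAE protein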
# TDP2 inh: blocks human TDP2 phosphodiesterase activity; O95551; recombinant TDP2, T5PNP hydrolysis, p-nitrophenol absorbance 415 nm; inhibition, % at 12.8 µM; 0.34% of 370,000 active; AID 720702;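 active means inhibition above the mean of all tested compounds plus 3 SD, set per campaign, cut at about 25% in these data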;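 further: 0% = DMSO with enzyme and 100% = buffer with substrate but no TDP2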
# Target sequence (O95551 whole entry, looked up): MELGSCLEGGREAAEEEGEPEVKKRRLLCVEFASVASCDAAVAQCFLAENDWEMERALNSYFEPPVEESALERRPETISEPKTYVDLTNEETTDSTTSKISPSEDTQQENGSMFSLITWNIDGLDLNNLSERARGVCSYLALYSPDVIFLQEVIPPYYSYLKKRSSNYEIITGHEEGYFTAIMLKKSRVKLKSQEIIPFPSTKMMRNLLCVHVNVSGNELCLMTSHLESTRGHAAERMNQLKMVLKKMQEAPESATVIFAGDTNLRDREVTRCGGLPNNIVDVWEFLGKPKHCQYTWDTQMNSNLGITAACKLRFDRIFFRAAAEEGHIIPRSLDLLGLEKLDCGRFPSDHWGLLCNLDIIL
#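 Material: recombinant human TDP2; quantity: TDP2 enzyme at 120 nM final; medium: Tris-HCl pH 7.5 with MgCl2; compound: single concentration, 12.8 µM nominal, with 1% DMSO; incubation: 2 h enzyme incubation at 37 °C; signal: epi absorbance; measure: percent inhibition; benchmarks: high control without enzyme, low control DMSO plus TDP2; repeats: singlicate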
# TCR CD3 inh: inhibitors of human TCR-CD3 interaction. TAMRA-labeled TCR probe fluorescence, biochemical. inhibition, % at 9.4 µM. 0.37% of 360,000 active; in the data active means inhibition above about 19%;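 further: recombinant mutant TCR 2C K166C tagged with TAMRA read by polarization; 0% = receptor in buffer alone and 100% = receptor with positive control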
# LEDGF integ inh: blocks HIV-1 LEDGF/p75-dependent DNA integration; inhibition, % at 3.7 µM; TR-FRET IN-LEDGF/p75 DNA integration, Eu/Cy5; 0.64% of 370,000 active;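 active means inhibition above the screen-wide mean plus 3 SD, cut at about 13% in these data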;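 further: signal is the Cy5 over europium emission ratio at 671 and 618 nm; 0% = plate median of compound wells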
# ABHD4 inh: inhibitors of mouse ABHD4; Q8VD66; purified mABHD4, FP-Rh probe fluorescence polarization; inhibition, % at 8.92 µM; 0.54% of 370,000 active;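 active means inhibition exceeding the mean over every tested compound plus 3 SD, cut at about 30% in these data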;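 further: 0% = plate median of compound wells and 100% = S159A mutant with DMSO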
#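 Assay system: mABHD4 protein; medium: HEPES pH 7.0, NaCl, Pluronic buffer; dosing: 8.92 µM, single dose; schedule: 45 min + 60 min at 25 °C; signal: FP readout, ex 525 nm / em 598 nm; read-out: normalized percent inhibition of probe labeling; repeats: single replicate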
# rCAG binder: molecules binding r(CAG) RNA repeats; r(CAG) RNA repeat, TO-PRO-1 dye displacement fluorescence; inhibition, % at 3 µM; 1.3% of 370,000 active; AID 651821;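 active means inhibition above the plate cutoff, the mean of all test compounds on that plate plus 3 SD, cut at about 35% in these data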;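 further: 0% = DMSO alone and 100% = 100 µM mitoxantrone as full dye displacement; higher means more dye released from RNA so lower well fluorescence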
# * = called active by the depositor; · = not tested or not shown.
Molecule,TCR CD3 inh,HTRA1 inhibitor,MBD2 inh,TDP2 inh,rCAG binder,LEDGF integ inh,PRMT1 FP inh,NPR2 activator,SIAE inh,ABHD4 inh
Cc1ccc(-c2c(C(=O)NCc3ccc(F)cc3)oc(=O)c3ccccc23)cc1,1,-9,-5,1,-3,1,0,-8,0,-11
COc1ccc(-c2nc(C#N)c(N3CCN(c4ccccc4)CC3)o2)cc1,-2,-2,1,-15,5,5,-3,5,2,3
O=C1CS/C(=N/N=C/c2ccccc2)N1Cc1ccco1,3,-11,4,9,0,1,-3,-1,-4,2
O=C(CSc1nnc(-c2ccc(S(=O)(=O)N3CCCC3)cc2)o1)NCC1CCCO1 (centres undefined),8,4,-3,0,-2,-2,0,1,0,-2
CC(C)[C@H](NC(=O)N1c2ccccc2NC(=O)[C@@H]1C(C)C)C(=O)N[C@@H](Cc1ccccc1)C(=O)O,-2,-3,-1,-6,5,2,-4,-2,7,-1
CN(C)c1cc(-c2cccc(C(F)(F)F)c2)oc(=O)c1Cl,0,-2,4,-14,0,-3,5,-1,-7,-6
Cc1cccc(OCc2nnc(SCC(=O)N3c4ccccc4CCc4ccccc43)o2)c1,7,-39,0,13,0,0,5,-7,-4,-15
CC(C)CNS(=O)(=O)c1cc(C(=O)OCC(=O)c2ccc3c(c2)OCCO3)c(Cl)cc1Cl,9,-50,-4,-13,13,2,-2,8,-14,-26
CCOCCCNCC(=O)Nc1ccccc1N1CCOCC1,-1,7,-5,-1,-3,5,-1,0,-1,-1
O=C(NC(Cc1ccccc1)c1nc2ccccc2[nH]1)C1CC(=O)N(c2ccc3c(c2)OCCO3)C1 (centres undefined),4,-6,2,-2,-1,1,0,-7,-5,-2
Cc1ccc(CNc2nc(-c3cccs3)nc3ccccc23)cc1,3,-104,-6,-11,13,7,-4,39*,-47,-59
NNC(=S)NC1CCS(=O)(=O)C1 (centres undefined),-4,·,-5,3,-2,-2,-3,1,-3,1
CCCCC(=O)NS(=O)(=O)c1ccc(N=NN2CCCCC2)cc1,-10,2,-2,-8,4,3,3,3,7,8
O=C(NC(=O)N1CCN(C(c2ccccc2)c2ccccc2)CC1)c1ccccc1,-1,-4,2,-7,-4,-1,4,-15,-3,-11
CC(C)CNC(=O)c1cccc2c(-c3ccc(F)c(F)c3)coc12,2,·,0,1,2,-4,1,3,-6,3
COc1ccc(CNC(=O)COC(=O)c2ccccc2C(=O)c2ccccc2)cc1,0,-7,-5,8,-6,3,3,3,1,1

# Two compounds picked at random from those above, as already listed:
Molecule,TCR CD3 inh,HTRA1 inhibitor,MBD2 inh,TDP2 inh,rCAG binder,LEDGF integ inh,PRMT1 FP inh,NPR2 activator,SIAE inh,ABHD4 inh
O=C(NC(Cc1ccccc1)c1nc2ccccc2[nH]1)C1CC(=O)N(c2ccc3c(c2)OCCO3)C1 (centres undefined),4,-6,2,-2,-1,1,0,-7,-5,-2
O=C(NC(=O)N1CCN(C(c2ccccc2)c2ccccc2)CC1)c1ccccc1,-1,-4,2,-7,-4,-1,4,-15,-3,-11

# New compounds follow
Molecule,TCR CD3 inh,HTRA1 inhibitor,MBD2 inh,TDP2 inh,rCAG binder,LEDGF integ inh,PRMT1 FP inh,NPR2 activator,SIAE inh,ABHD4 inh
CC(=O)Nc1ccc(S(=O)(=O)Nc2ccc3c(c2)OCCO3)cc1Cl,0,·,-6,-9,0,5,-3,0,11,3
Cc1cccc(NC(=O)c2cccs2)n1,1,-2,2,0,-2,4,-3,3,0,0
Nc1ncnc(Nc2c(F)cccc2F)n1,-7,11,3,4,-3,-3,4,4,-12,9
COc1cccc(C(=O)N/N=C/c2cn[nH]c2-c2ccc(OC)cc2OC)c1,3,-8,-3,1,-3,2,-1,-1,-3,0
Cc1cccc(Cc2nnc(CCC(=O)NCc3ccncc3C)o2)c1,-2,-5,6,4,0,-3,2,2,0,0
Cc1nc2[nH]c(=O)c3c(n2n1)NC1=C(C(=O)CC(C)(C)C1)C3c1ccc(F)cc1 (centres undefined),3,6,-3,3,0,-5,-3,-1,1,-2
COc1ccccc1N=NNc1ccccc1OC,8,6,-18,1,4,0,-2,-1,0,4
c1ccc(-n2c(Cc3cn4ccsc4n3)nnc2N2CCOCC2)cc1,-5,3,-6,10,-3,5,-1,8,3,5
O=C(CNS(=O)(=O)c1ccc(Br)s1)Nc1ccc2c(c1)OCCO2,3,1,0,5,0,-1,-6,2,-8,3
Cn1cccc1C(=O)/C(C#N)=C/c1ccc(F)cc1,-3,4,-2,-11,-3,-1,6,-2,-9,-9
CC(C)CSc1nc2ccccc2c(=O)[nH]1,5,4,6,-9,3,2,1,4,4,10
O=C(Nc1ccccc1)N1CCc2scc[n+]2-c2ccccc21,0,4,2,-11,11,2,56*,3,2,2
Cc1cccc(NC(=O)c2cccc3c2C(=O)c2ccccc2-3)c1,9,-1,2,6,8,0,-3,-11,-2,-3
COc1ccc(-c2onc(C)c2-c2cnn(-c3ccccc3)c2)c(O)c1,-4,-51,2,-1,3,0,5,1,-9,-26
CC(=O)c1ccc(NC(=O)c2cc(=O)[nH]c3ccccc23)cc1,5,-9,-2,-18,6,3,0,-2,9,1
CCCc1nc2c(sc3nc4c(cc32)COC(C)(C)C4)c(=O)n1Cc1ccco1,5,-18,1,-6,7,5,30*,6,-2,1
COc1ccc(C(=O)NCC(=O)OCC(=O)NCc2ccc3c(c2)OCO3)cc1,9,2,-2,4,3,1,-2,1,4,-4
Cc1ccc(C)c(OCCOCCN2CC(C)OC(C)C2)c1C (centres undefined),1,12,2,-1,-4,2,3,-2,-6,17
CC(C)CC(=O)Nc1ccccc1N1CCN(c2ccc(F)cc2)CC1,-2,-6,2,4,-10,-4,-1,2,0,-1
CCCN(CCC)C(=O)CSc1nc2c(sc(=S)n2-c2ccc(OCC)cc2)c(=O)[nH]1,4,-6,3,4,24,4,-1,-3,-6,12
CC1=Nc2ccccc2/C1=C\c1nc(-c2ccc(C(F)(F)F)cc2)oc1O,9,1,-7,6,13,1,-4,-8,13,-5
CCOc1ccc(-c2c(=O)n(OCc3nc4ccccc4[nH]3)c3ccccc3[n+]2[O-])cc1,10,10,-1,-5,2,6,-4,2,-2,-1
CCOC(=O)c1ccccc1NC(=O)COC(=O)C1CCCC1,-7,-5,-6,-7,-6,-7,5,1,-3,3
Cc1cc(C)cc(N(CCC#N)C(=O)COC(=O)Cn2[nH]c(=O)c3ccccc3c2=O)c1,3,2,-1,2,0,0,1,-8,0,1
O=C(C1CCCC1)N1CCC(CC2CC(c3ccc(Cl)cc3)=NO2)(C(=O)NCC2CCCCC2)CC1 (centres undefined),2,-19,2,-1,3,-4,-3,3,0,-10
CC(/C=C/c1ccccc1)=N\NC(=O)c1cc(C)[nH]n1,6,4,0,8,1,1,1,-5,5,-1
O=C(CN1C(=O)NC2(CCCC2)C1=O)Nc1ccccc1,4,5,2,16,0,1,-2,5,10,3
Cc1cccc(N2C(=O)CC(N3CCN(Cc4ccc5c(c4)OCO5)CC3)C2=O)c1 (centres undefined),1,2,4,3,-3,2,7,3,-1,2
Cc1ccccc1Nc1nnc(SCC(=O)NC2CCCc3ccccc32)s1 (centres undefined),0,-4,-4,-15,-2,3,2,-4,-3,-9
Cn1cccc1C(=O)N1CCN(S(=O)(=O)c2ccc(Cl)s2)CC1,·,·,3,7,2,1,-1,0,-3,-1
COC(=O)c1cc(OC)c(OC)cc1NC(=S)N1CCOCC1,1,-1,2,-2,-2,-1,2,9,2,-3
FC(F)(F)c1ccccc1NC(=S)Nc1cccc(Cl)c1,-3,-1,-1,2,-2,5,0,4,-2,2
CC1(C(=O)NS(=O)(=O)c2ccc(Cl)s2)CCN1C(=O)c1ccc(C2CCCCC2)cc1 (centres undefined),1,·,-3,6,66*,-1,-1,1,5,2
COc1ccc(-c2cc3ccccc3n2CC(O)Cn2nc(C)cc2C)cc1 (centres undefined),3,38*,2,2,-6,-4,1,-14,13,-8
COc1ccc(-c2noc(CCC(=O)N3CCN(c4cccc(F)c4)CC3)n2)cc1,-1,3,-2,-8,3,1,-2,-5,5,-4
COC(=O)c1cccnc1N1CCN(c2ccccc2F)CC1,-3,-8,-3,-25,-1,1,-4,10,-1,-4
NC(=O)COc1ccc(C23CC4CC(CC(C4)C2)C3)cc1,2,-5,-1,3,-5,-2,-1,-9,-3,-4
COC(=O)[C@@H]1C[C@H]2CC[C@H](O)C[C@H]2N1Cc1ccc(Cl)cc1,6,4,-3,-5,3,2,2,-1,-5,5
CCOc1ccc(NC(=O)c2ccc3c(c2)C(=O)N(Cc2ccncc2)C3=O)cc1,-7,5,-1,14,0,2,-2,3,2,-5
Cc1ccccc1N=C(N)Nc1ccccc1C,4,6,0,2,3,3,-3,1,-4,7
O=C(N=C1SC2CS(=O)(=O)CC2N1c1ccccc1F)C1CCCCC1 (centres undefined),-3,0,3,-5,-1,1,-1,-2,2,8
O=C(Nc1ccncc1)c1cc(-c2cccc(Br)c2)nc2ccccc12,2,-23,0,-10,4,1,-1,-7,-56,-5
CCOc1cc(/C=C2/NC(=O)N(CC(=O)Nc3cccc(C)c3)C2=O)ccc1OC,5,-2,-3,5,3,-2,-3,1,-8,7
Cc1ccc(NC(=O)C(=O)NCCN2CCN(C(=O)C(c3ccccc3)c3ccccc3)CC2)cc1,0,4,3,12,-1,-3,-1,6,7,7
O=C(COC(=O)c1ccc(S(=O)(=O)Nc2ccccc2)cc1)NCC1CCCO1 (centres undefined),7,1,-5,-9,0,4,-5,-2,-2,-10
Cc1cc(C)n2nc(SCc3nnc(SCc4ccccc4)s3)nc2n1,-13,-5,-3,1,-3,5,5,2,-4,-4
CCOC(=O)c1cc2cc(CC(=O)c3ccc(OCC)cc3O)ccc2o1,8,-8,-7,5,3,0,0,1,-7,-2
CC(=O)Nc1ccc(C(=O)OCCCOC(=O)c2ccc(NC(C)=O)cc2)cc1,7,2,-7,-5,-2,7,-1,-8,-2,1
O=c1cc2c(n[nH]1)-c1ccccc1CC2,-1,10,0,-5,2,4,-6,-5,0,-12
O=C(NCc1ccccn1)c1cccc(NS(=O)(=O)c2ccccc2F)c1,1,-2,-1,0,2,3,3,-2,0,2
CCOC(=O)[C@@]12CCCC=C1N(CCc1ccc(Cl)cc1)C(=O)[C@H]2CC(=O)NCCCCc1ccccc1,·,·,-2,0,3,6,-4,-3,-7,-8
CCN1CCN(S(=O)(=O)c2ccc(Cl)c(C(=O)N(C)Cc3cccs3)c2)CC1,-6,-4,-7,-8,-1,4,3,-6,-3,-6
COc1ccc(C(=O)Nc2nnc(SCC(=O)NCc3ccco3)s2)c(OC)c1,7,-1,-4,5,6,4,0,0,-11,-7
CCCn1c(C)c(C(=O)OCC)c(O)c(-c2ccccc2)c1=O,3,·,3,0,0,-4,-2,-5,9,-2
N/C(=N\OC(=O)c1ccc([N+](=O)[O-])cc1Cl)c1ccccn1,-9,3,4,-16,3,8,-6,-3,1,-7

# A portion of the library (hit frequency here may not be typical).
